# GSTO1 counter: blocks human GSTO1 in RBBP9 counter-screen; P78417; recombinant GSTO1, activity-based probe fluorescence polarization; inhibition, % at 5.96 µM; actives 1.1% (n = 300,000); AID 1974;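 active means inhibition above the campaign mean inhibition plus 3 SD, cut at about 35% in these data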;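 further: 0% = GSTO1-1 with DMSO and 100% = wells lacking GSTO1-1 enzyme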
# PME-1 inh: blocks human protein phosphatase methylesterase 1 | AID 2130 | actives 0.53% (n = 320,000) | Q9Y570 | recombinant PME-1, FP-Rh probe fluorescence polarization | inhibition, % at 5.9 µM;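 active means inhibition above the campaign mean of all compounds plus 3 SD, cut at about 26% in these data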;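 further: competitive labeling of PME-1 active site by serine hydrolase directed probe; 0% = PME-1 with DMSO and 100% = wells lacking PME-1 enzyme; inhibitors block probe labeling so polarization falls and inhibition rises; many of its hits are not listed in these tables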
# TPT1 inhibitor: inhibitors of Candida albicans tRNA 2'-phosphotransferase TPT1; recombinant caTPT1, FP RNA substrate dephosphorylation; inhibition, % at 5 µM; actives 0.81% (n = 300,000); AID 1962;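 active means inhibition above the mean of all tested compounds plus 3 SD, set per screening campaign, cut at about 24% in these data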;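 further: plate controls were DMSO alone for no effect and ferristatin control at 100 nM for full effect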
# MEX-5 binding: C. elegans MEX-5 TCR-2 RNA binding activity; activity score (negative = inhibition of binding), % at 10 µM; AID 1832; MEX-5/FITC-TCR2 RNA binding, fluorescence polarization; hits give low values; actives 0.38% (n = 300,000); Q9XUB2;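 active means inhibition past about -25% in most replicates, and total fluorescence under double the plate's negative control median, limit read from the data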;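 further: 0% = DMSO and -100% = 5 µM competing unlabeled TCR2 RNA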
# Target sequence (Q9XUB2 whole entry, looked up): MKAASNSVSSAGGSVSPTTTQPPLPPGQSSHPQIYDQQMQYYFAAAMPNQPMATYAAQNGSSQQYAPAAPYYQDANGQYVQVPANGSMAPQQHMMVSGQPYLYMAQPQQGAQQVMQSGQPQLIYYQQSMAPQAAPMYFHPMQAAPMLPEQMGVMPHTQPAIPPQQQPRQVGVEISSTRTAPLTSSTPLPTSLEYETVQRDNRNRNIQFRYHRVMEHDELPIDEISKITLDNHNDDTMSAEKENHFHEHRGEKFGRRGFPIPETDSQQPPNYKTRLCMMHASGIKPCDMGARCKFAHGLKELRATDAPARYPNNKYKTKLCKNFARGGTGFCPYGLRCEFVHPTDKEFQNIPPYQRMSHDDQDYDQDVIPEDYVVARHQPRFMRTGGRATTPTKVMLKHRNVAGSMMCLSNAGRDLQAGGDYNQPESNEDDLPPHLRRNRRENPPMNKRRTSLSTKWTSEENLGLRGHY
# BCLXL inh: Bcl-xL (human) inhibition | inhibition, % at 10.9 µM | AID 2129 | actives 0.7% (n = 320,000) | GST-Bcl-xL / FITC-Bim BH3 peptide fluorescence polarization;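 active means inhibition above the mean of all tested compounds plus 3 SD, cutoff set per campaign, cut at about 30% in these data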;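 further: 0% = DMSO wells and 100% = unlabeled Bim-BH3 peptide competitor; inhibitors lower millipolarization by displacing the labeled peptide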
# Target sequence (Q07817 whole entry, looked up): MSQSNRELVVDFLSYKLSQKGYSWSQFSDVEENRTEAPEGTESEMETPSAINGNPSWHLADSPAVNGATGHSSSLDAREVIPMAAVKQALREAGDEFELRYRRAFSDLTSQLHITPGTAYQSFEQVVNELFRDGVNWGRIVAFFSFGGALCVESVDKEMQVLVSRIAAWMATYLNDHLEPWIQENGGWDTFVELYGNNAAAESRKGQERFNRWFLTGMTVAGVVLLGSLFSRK
# GLD-1 RNA inh: GLD-1-TGE RNA interaction inhibition (C. elegans). Q17339. purified GLD-1 + fluorescein TGE RNA, fluorescence polarization. inhibition, % at 5.96 µM. actives 0.44% (n = 320,000);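 active means percent inhibition above a per-plate cutoff, the plate mean of test compounds plus 3 SD, cut at about 30% in these data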;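 further: 0% = DMSO wells with GLD-1 and probe and 100% = wells lacking GLD-1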
# PAD4 FP inh: blocks human protein arginine deiminase 4; actives 0.41% (n = 330,000); AID 485272; inhibition, % at 6.36 µM; recombinant PAD4, RCA probe fluorescence polarization; Q9UM07;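 active means percent inhibition above a cutoff equal to the mean of all tested compounds plus 3 SD, cut at about 15% in these data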;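 further: 0% = PAD4 with RCA probe and DMSO and 100% = probe without PAD4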
# Fam108B counter: blocks mouse Fam108B hydrolase in RBBP9 counter-screen. recombinant Fam108B, FP-Rh probe fluorescence polarization. inhibition, % at 9.51 µM. actives 0.33% (n = 300,000). AID 1947;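 active means inhibition above the screen mean inhibition plus 3 SD, computed separately per campaign, cut at about 18% in these data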;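 further: inhibitors lower polarization as less probe binds the enzyme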
# MCL1-BIM inh: disrupts human MCL1 binding to BIM-BH3 peptide | Q07820 | GST-MCL1 / FITC-Bim-BH3 fluorescence polarization | inhibition, % at 10.9 µM | actives 0.68% (n = 320,000) | AID 2057;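 active means inhibition above the mean inhibition of all tested compounds plus 3 SD, set per campaign, cut at about 40% in these data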;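 further: 0% = DMSO wells and 100% = unlabeled Bim-BH3 peptide control; higher means more loss of mP so more displacement of Bim peptide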
# Target sequence (Q07820 whole entry, looked up): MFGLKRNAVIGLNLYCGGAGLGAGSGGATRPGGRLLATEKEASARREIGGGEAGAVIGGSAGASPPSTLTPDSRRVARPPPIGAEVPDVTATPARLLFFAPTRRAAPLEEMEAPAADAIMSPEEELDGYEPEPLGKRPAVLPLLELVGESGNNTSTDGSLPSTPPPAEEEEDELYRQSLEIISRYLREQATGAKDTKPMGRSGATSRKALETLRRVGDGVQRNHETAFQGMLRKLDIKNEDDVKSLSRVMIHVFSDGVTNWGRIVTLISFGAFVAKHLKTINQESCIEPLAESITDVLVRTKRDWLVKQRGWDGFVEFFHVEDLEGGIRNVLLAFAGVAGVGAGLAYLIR
# The depositor's hits bear a star; · = no result given. The list is partial; count on the stated rates, not on these rows.
SMILES,GSTO1 counter,PME-1 inh,TPT1 inhibitor,MEX-5 binding,BCLXL inh,GLD-1 RNA inh,PAD4 FP inh,Fam108B counter,MCL1-BIM inh
CCC12CN3CC(CC)(CN(C1)C3c1ccccc1Cl)C2O (configuration not stated),-12,-6,-1,-2.0,1,0,-2,6,3
COC(=O)C1=C(C)NC(C)=C(C(=O)OC)C1C(=O)OCCN1C(=O)c2ccccc2C1=O,13,-7,-1,3.0,2,10,-3,5,-4
Cn1nnnc1SCC(=O)Nc1ccccc1[N+](=O)[O-],14,1,0,1.2,1,2,1,-5,-1
CC1=C(C(=O)OC2CCCC2)C(c2ccc(C)o2)C2=C(CC(c3cccs3)CC2=O)N1 (configuration not stated),-15,19,1,1.6,5,7,-2,-3,1
O=C(Nc1cccc(C(F)(F)F)c1)C1CCCCC1,-3,-1,1,-1.3,8,8,3,-2,-9
Cc1cc(NC(=O)Nc2cccc(C(F)(F)F)c2)no1,1,-6,2,2.2,3,1,2,-1,-4
COc1ccc(NS(=O)(=O)c2cccc(C(=O)NNC(=O)CNC(=O)c3cccc(C)c3)c2)cc1,5,-2,1,0.5,2,0,-7,-4,-4
CCCN1CCN(S(=O)(=O)c2cc3c(cc2C)NC(=O)CO3)CC1,-3,-1,0,2.3,9,-2,0,9,3
OCCN1CCN(c2ncnc3sc4c(c23)CCCC4)CC1,6,-11,-2,-1.4,6,9,-2,-2,4
Cc1noc(C(C)C)c1C(=O)Nc1ccc(-c2nnc3n2CCCCC3)cc1,·,-2,·,·,-11,3,-5,·,-16
CCNC(=O)NC(=O)C(C)Oc1ccc(C(=O)OC)cc1 (configuration not stated),1,-9,0,0.4,-1,5,-3,-3,-10
O=C(Cc1ccc([N+](=O)[O-])cc1)N/N=C/c1ccccc1F,-5,-5,2,0.6,-2,4,-2,-3,-5
COc1ccc(Cn2ccnc2SCC(=O)NC2CCCCC2)cc1,-5,-3,2,-0.6,0,0,-2,-3,8
O=S(=O)(Nc1ccccc1N1CCCCC1)c1ccc(F)cc1F,6,2,0,0.4,2,1,-5,3,9
COc1ccc(C)cc1NC(=O)C(Sc1nnnn1C)c1ccccc1 (configuration not stated),-1,3,3,2.0,2,3,-4,-2,1
CCOC(=O)C1(CCc2ccccc2)CCN(C(=O)C(C)n2cncn2)CC1 (configuration not stated),8,0,-4,-2.3,3,4,2,4,-6
COc1cccc(CNC(=O)CCNS(=O)(=O)c2cccc3nsnc23)c1,4,1,-1,0.3,8,8,-5,-2,4
O=C(OCc1cccc([N+](=O)[O-])c1)c1cccnc1Cl,6,-9,3,-2.7,1,-4,-1,1,-5
CS(=O)(=O)NN1C(=O)c2ccccc2NC1c1cccc2cccnc12 (configuration not stated),8,-9,-1,0.2,5,-4,2,2,13
O=C(C=C1SCCS1)/C=C/c1ccco1,14,1,10,-4.3,14,3,1,3,37
COc1ccccc1CNC(=O)CN1C(=O)NC2(CCCC2)C1=O,·,1,·,·,-6,3,1,·,-14
Cn1c(CS(=O)Cc2c(Cl)cccc2Cl)nnc1SCc1c(Cl)cccc1Cl (configuration not stated),1,5,-3,-0.2,-1,3,-2,-1,3
COC(=O)c1ccc(OC(=O)CN2C(=O)c3ccccc3C2=O)cc1,0,4,-2,-1.2,10,5,-1,9,3
C/C=C/c1ccc(OCCCn2cncn2)c(OC)c1,-7,3,-2,-2.7,5,-8,3,1,-1
COC(=O)c1ccc(NC(=S)NC(=O)C2CCC2)cc1,-2,4,2,-0.2,5,5,1,2,14

# One compound at a time (already shown):
# COc1ccc(C)cc1NC(=O)C(Sc1nnnn1C)c1ccccc1 (configuration not stated) across the screens: GSTO1 counter = -1; PME-1 inh = 3; TPT1 inhibitor = 3; MEX-5 binding = 2.0; BCLXL inh = 2; GLD-1 RNA inh = 3; PAD4 FP inh = -4; Fam108B counter = -2; MCL1-BIM inh = 1
# Cc1noc(C(C)C)c1C(=O)Nc1ccc(-c2nnc3n2CCCCC3)cc1 across the screens: GSTO1 counter = ·; PME-1 inh = -2; TPT1 inhibitor = ·; MEX-5 binding = ·; BCLXL inh = -11; GLD-1 RNA inh = 3; PAD4 FP inh = -5; Fam108B counter = ·; MCL1-BIM inh = -16

# (list continues)
SMILES,GSTO1 counter,PME-1 inh,TPT1 inhibitor,MEX-5 binding,BCLXL inh,GLD-1 RNA inh,PAD4 FP inh,Fam108B counter,MCL1-BIM inh
CC(C)Cn1c(-c2ccco2)nc2c(c(=O)c3ccccc3n2C)c1=O,-5,1,3,1.1,8,-1,1,3,10
Cn1c(=NC(=O)COc2ccccc2)sc2ccccc21,-9,-8,-3,-0.3,-2,-8,-2,2,-2
COc1ccc(C(=O)C[n+]2cccc3cc(C)ccc32)cc1,-4,-2,10,-1.2,6,-27,-12,-8,-7
CCc1ccc(C(C)NC(=O)c2cccs2)cc1 (configuration not stated),5,-5,-2,-2.6,6,-2,-5,7,1
COc1cccc(O[C@@H]2O[C@@H]3COC(C)(C)O[C@H]3[C@H](O)[C@H]2NC(C)=O)c1,6,5,-1,0.0,-2,0,1,-4,-2
COc1cc(OC)cc(C(=O)N2CCCC(c3nc(-c4ccc(C)o4)no3)C2)c1 (configuration not stated),-1,-4,5,-2.7,4,3,0,2,7
COc1ccc(CN=C2NC(=O)CC(C(=O)Nc3ccccc3C)S2)cc1 (configuration not stated),0,-2,-1,0.7,2,4,-2,-4,2
CC(C)(C)OC(=O)N1CCC[C@H]1C(=O)NCc1ccc(Cl)cc1Cl,0,1,-3,0.7,-3,-1,0,5,-1
COc1ccc(N2CC(C(=O)OCC(=O)c3ccc(C)cc3)CC2=O)cc1 (configuration not stated),4,-4,0,0.4,2,-1,-4,-1,2
CSc1cccc(NC(=O)c2nnn(CC(=O)Nc3cc(C)cc(C)c3)c2N)c1,-4,-11,-3,0.0,1,2,-2,-9,-2
CC1CC(C)CN(C(=O)/C(=C\c2ccccc2)c2ccccc2)C1 (configuration not stated),0,2,-2,-2.4,4,2,-4,0,3
C=CCNC(=O)C1CCN(C(=O)c2ccc(-c3ccccc3)cc2)CC1,4,7,-2,1.4,10,6,-5,4,8
COc1cccc(NC(=O)CN(C)CC(=O)c2c(C)[nH]c3ccccc23)c1,·,-4,·,·,-13,4,3,·,-22
Cc1ccc(S(=O)(=O)N(C)CC(=O)NCCCn2ccnc2)cc1,0,3,-4,1.7,4,-1,5,1,4
Cc1nn(CC(=O)N(C)Cc2ccccc2)c(=O)c2cccn12,1,-4,-3,0.4,6,5,4,3,-1
CCC(C)(C)NC(=O)CN(Cc1ccc(F)cc1)C(=O)CCC(=O)Nc1ccccn1,3,3,-3,1.4,0,1,-2,0,1
COc1cc(/C=C/C(=O)Nc2ccccc2C(F)(F)F)cc(OC)c1OC,-4,-1,-1,-0.8,3,-4,3,4,2
COc1cccc(-c2nnc(NC(C)=O)o2)c1,7,-3,1,-5.9,1,4,4,-1,0
Cn1c(=O)c2c(nc(N/N=C/c3cccs3)n2C)n(C)c1=O,1,0,0,-5.1,9,0,-5,4,9
CCOc1ccccc1O[C@H](c1ccccc1)[C@H]1CNCCO1,1,1,0,1.8,5,-1,-3,3,-1
CCOC(=O)/C(=C\C=C1/Sc2ccccc2N1CC)C(C)=O,-4,5,186*,27,-131,-230,-1,-2,-242
COCCN(C(=O)c1cc2c(s1)CCCCC2)c1c(N)n(Cc2ccccc2)c(=O)[nH]c1=O,-4,0,1,-1.6,3,-1,-1,3,3
COC(=O)C1C(c2ccc(Br)cc2)Nc2nnc(C(F)(F)F)n2C1(C)O (configuration not stated),-12,3,-2,2.2,-5,-2,-7,-2,-2
CCNc1nc(NC(C)C)nc(OCC)n1,-1,0,-4,0.5,3,11,-4,-1,3
Cc1cc(Nc2ccccc2)c2c([N+](=O)[O-])c(C)cc(C)c2n1,5,2,-4,-1.9,3,-7,0,7,-1

# The list goes on:
SMILES,GSTO1 counter,PME-1 inh,TPT1 inhibitor,MEX-5 binding,BCLXL inh,GLD-1 RNA inh,PAD4 FP inh,Fam108B counter,MCL1-BIM inh
CCOC(=O)c1oc2nc3c(cc2c1N)CCCC3,-4,1,-3,-3.1,2,6,4,0,3
Cc1c(C(c2cc(O)ccc2Cl)c2c(C)n(C)n(-c3ccccc3)c2=O)c(=O)n(-c2ccccc2)n1C,10,-1,3,1.4,5,1,-3,1,-1
CCOC(=O)c1cnc2c(C(=O)OCC)cnn2c1N,0,2,0,1.3,-4,3,4,-3,4
Cc1csc2nc(CN3CCN(CC(=O)N(C)C)CC3)cc(=O)n12,-2,-4,0,-3.4,0,5,-2,1,-13
CCOc1ccc(N=CC2=C(O)CC(c3ccco3)CC2=O)cc1 (configuration not stated),3,-4,1,0.1,5,-8,-6,-7,11
CC1(C)Cc2ccccc2C(c2cc3ccccc3oc2=O)=N1,-3,0,-3,-1.4,4,9,-1,-2,5
Cc1ccc(N2C(=O)c3cccc([N+](=O)[O-])c3C2=O)cc1C,8,0,1,3.1,6,3,3,-4,3
CCN1C(=O)C(=O)N(CC(=O)NC(C)CCc2ccccc2)C1=O (configuration not stated),·,-1,·,·,-11,-1,-5,·,-15
Cc1ccc(/C=N/NC(=O)CSc2nc3ccccc3n2C)s1,4,6,4,1.5,4,-2,-1,4,3
O=C1c2ccccc2CN1CCNC(=S)NC1CCCCC1,3,-6,-3,-3.8,3,4,3,5,-3
COCc1ccc(C(=O)N2CCCC(Nc3ccc(C(C)C)cc3)C2)o1 (configuration not stated),1,-1,1,-2.8,-1,0,2,4,-1
CN1C(=O)c2ccccc2C(C(=O)O)C1c1cn(C)c2ccccc12 (configuration not stated),8,2,-5,-2.3,5,-2,0,-5,-1
OCCCn1c(-c2ccccc2)n[nH]c1=S,-2,2,-6,2.9,0,-8,3,1,0
O=C(NNC(=O)C(c1ccccc1)c1ccccc1)c1cccs1,2,-2,-4,2.5,5,1,-2,2,3
CC1CCCC(C)N1CCCNC(=O)c1cc2c(s1)-c1ccccc1OC2 (configuration not stated),-5,-1,-2,1.5,-1,-8,-2,3,3
CC(Sc1ncn[nH]1)C(=O)c1c(N)n(C)c(=O)n(C)c1=O (configuration not stated),·,0,·,·,2,-5,-4,·,1
COC(=O)[C@H](Cc1ccccc1)NC(=O)[C@@H]1C[C@H]1[C@@H](NC(=O)OCc1ccccc1)c1ccccc1,6,-5,-3,3.8,5,-4,2,1,3
CCN(CC)CCCN1C=C2C(=O)C(C)(OC(=O)CCC(=O)OC)C(=O)C=C2C=C1C1CC1 (configuration not stated),25,10,-10,1.5,18,6,-6,3,21
COCCOC(=O)C1=C(C)N(Cc2ccccc2)C(=O)NC1c1cccc(OC)c1OC (configuration not stated),4,-4,-1,-0.5,4,17,2,-1,4
O=C(CNc1ccccc1)NNC1=NCCC1,-7,-1,-1,0.0,-2,-5,1,-1,-6
COc1ccccc1/C=C/C(=O)NNC(=O)c1cccs1,2,-12,1,1.2,6,3,-2,1,9
O=C(NCCc1nc2ccccc2[nH]1)C1CCC(=O)N(CCc2cccc(F)c2)C1 (configuration not stated),-9,2,-4,-1.4,-1,0,0,2,3
CCOC(=O)COn1c(-c2cccc(Cl)c2)nc2ccc([N+](=O)[O-])cc21,-11,-1,3,-4.9,4,-4,-5,-3,0
Cc1ccc(NC2CCCN(C(=O)c3ccccn3)C2)cc1C (configuration not stated),0,0,-4,-2.5,10,7,2,1,7
O=C(/C=C/c1ccc(OCCCF)cc1)Nc1ccnc(-c2ccncc2)n1,-24,-45,1,-3.0,8,4,-4,-22,4
Cc1cccc(NC(=O)CCc2nnc3ccc(NCc4ccco4)nn23)n1,-3,-8,2,-1.2,7,3,0,0,11
